PAD4 FP inh = inhibitors of human PAD4; recombinant PAD4, RCA probe fluorescence polarization; inhibition, % at 6.36 µM; 330,000 compounds, 0.41% hits; AID 485272;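 active means percent inhibition above a cutoff equal to the mean of all tested compounds plus 3 SD, cut at about 15% in these data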;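 further: 0% = PAD4 with RCA probe and DMSO and 100% = probe without PAD4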
Target sequence (Q9UM07 whole entry, looked up): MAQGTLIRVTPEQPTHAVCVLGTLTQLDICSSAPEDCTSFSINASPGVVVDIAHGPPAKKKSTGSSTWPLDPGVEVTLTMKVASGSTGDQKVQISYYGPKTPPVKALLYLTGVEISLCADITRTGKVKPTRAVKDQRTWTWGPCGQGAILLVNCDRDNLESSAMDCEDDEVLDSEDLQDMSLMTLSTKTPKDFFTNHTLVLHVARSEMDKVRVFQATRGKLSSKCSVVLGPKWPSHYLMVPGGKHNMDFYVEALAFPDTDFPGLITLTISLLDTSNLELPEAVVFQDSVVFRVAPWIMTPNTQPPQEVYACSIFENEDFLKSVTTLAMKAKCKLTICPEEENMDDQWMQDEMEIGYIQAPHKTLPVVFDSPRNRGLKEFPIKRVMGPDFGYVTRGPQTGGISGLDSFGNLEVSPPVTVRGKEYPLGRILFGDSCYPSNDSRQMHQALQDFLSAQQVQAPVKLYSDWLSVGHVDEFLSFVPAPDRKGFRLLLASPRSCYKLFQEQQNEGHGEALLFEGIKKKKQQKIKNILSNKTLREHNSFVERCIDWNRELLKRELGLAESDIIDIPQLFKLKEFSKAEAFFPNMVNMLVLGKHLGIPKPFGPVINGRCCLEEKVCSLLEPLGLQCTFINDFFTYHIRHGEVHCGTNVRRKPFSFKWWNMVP
PAFAH2 FP inh = PAFAH2 (human) inhibition; Q99487; recombinant PAFAH2, FP-rhodamine activity probe, fluorescence polarization; inhibition, % at 3.39 µM; 340,000 compounds, 0.99% hits;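 active means inhibition above the mean over all tested compounds plus 3 SD, cut at about 30% in these data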;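 further: inhibitors block probe labeling of enzyme so polarization drops; 0% = enzyme with DMSO and 100% = wells lacking PAFAH2 protein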
LYPLA1 inh = counter-screen for PME1 inhibitors: inhibitors of human LYPLA1; recombinant LYPLA1, FP-Rh probe fluorescence polarization; inhibition, % at 5.9 µM; 320,000 compounds, 0.16% hits;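 active means inhibition above the mean of all tested compounds plus 3 SD, set per campaign, cut at about 14% in these data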;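 further: inhibitors block serine hydrolase probe labeling of LYPLA1 so polarization falls; 0% = enzyme with DMSO and 100% = wells lacking LYPLA1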
GSTO1 inh = counter-screen for RBBP9 inhibitors: inhibitors of human GSTO1; inhibition, % at 5.96 µM; 300,000 compounds, 1.1% hits; recombinant GSTO1, activity-based probe fluorescence polarization;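 active means inhibition above the campaign mean inhibition plus 3 SD, cut at about 35% in these data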;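 further: 0% = GSTO1-1 with DMSO and 100% = wells lacking GSTO1-1 enzyme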
PAFAH1B2 FP inh = PAFAH1B2 (human) inhibition | P68402 | recombinant PAFAH1B2, FP-rhodamine activity probe, fluorescence polarization | inhibition, % at 3.39 µM | 340,000 compounds, 1.2% hits | AID 492953;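 active means inhibition above the mean of all tested compounds plus 3 SD, cut at about 24% in these data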;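 further: 0% = enzyme with DMSO and 100% = wells lacking PAFAH1B2; many of its hits are not listed in these tables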
Target sequence (P68402 whole entry, looked up): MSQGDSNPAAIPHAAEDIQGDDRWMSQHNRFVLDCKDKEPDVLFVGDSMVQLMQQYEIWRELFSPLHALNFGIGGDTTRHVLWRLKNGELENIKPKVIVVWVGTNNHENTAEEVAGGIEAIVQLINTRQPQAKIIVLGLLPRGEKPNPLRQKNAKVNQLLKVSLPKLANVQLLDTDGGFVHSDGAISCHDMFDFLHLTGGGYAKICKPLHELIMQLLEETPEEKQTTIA
Fam108B inh = Fam108B inhibition, counter-screen for RBBP9 inhibitors; recombinant Fam108B, FP-Rh probe fluorescence polarization; 300,000 compounds, 0.33% hits; inhibition, % at 9.51 µM;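 active means inhibition above the screen mean inhibition plus 3 SD, computed separately per campaign, cut at about 18% in these data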;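 further: inhibitors lower polarization as less probe binds the enzyme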
PME-1 primary = blocks human protein phosphatase methylesterase 1. inhibition, % at 5.9 µM. 320,000 compounds, 0.53% hits. recombinant PME-1, FP-Rh probe fluorescence polarization;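 active means inhibition above the campaign mean of all compounds plus 3 SD, cut at about 26% in these data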;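 further: competitive labeling of PME-1 active site by serine hydrolase directed probe; 0% = PME-1 with DMSO and 100% = wells lacking PME-1 enzyme; inhibitors block probe labeling so polarization falls and inhibition rises; many of its hits are not listed in these tables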
pPAFAH inh = pPAFAH (human) enzyme inhibition; recombinant pPAFAH, FP-rhodamine probe fluorescence polarization; AID 463082; Q13093; inhibition, % at 3.39 µM; 330,000 compounds, 1.5% hits;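 active means inhibition above the mean inhibition across the screen plus 3 SD, cut at about 25% in these data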;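 further: inhibitors block binding of the rhodamine activity-based probe so polarization drops; 0% = enzyme with DMSO and 100% = wells lacking pPAFAH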
PAFAH1B3 inh = inhibitors of human PAFAH1B3. Q15102. recombinant PAFAH1B3, FP-rhodamine probe, fluorescence polarization. inhibition, % at 3.39 µM. 340,000 compounds, 0.28% hits;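 active means inhibition above the screen-wide average of all tested compounds plus 3 SD, cut at about 25% in these data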;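 further: 0% = enzyme with DMSO only and 100% = wells lacking PAFAH1B3 protein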
* marks the source's active call; other numbers are inactive results; / = not tested or not shown.

canonical_smiles	PAD4 FP inh	PAFAH2 FP inh	LYPLA1 inh	GSTO1 inh	PAFAH1B2 FP inh	Fam108B inh	PME-1 primary	pPAFAH inh	PAFAH1B3 inh
CCOc1ccc(NC(=O)CN(C)C(=O)c2cc([N+](=O)[O-])ccc2N2CCCCC2)cc1OCC	-4	4	0	-15	4	-2	-3	-6	10
CN(C)n1cccc1/C=C(\C#N)S(=O)(=O)c1cccc(Cl)c1	-3	/	-1	5	/	-2	14	-2	/
CSc1nc(NC(C)C)nc(N2CCOCC2)n1	2	2	3	-1	4	10	-1	2	0
Cc1cc(=O)oc(C)c1C(=O)NC1CCCCCCC1	-4	-4	2	-3	-1	-1	-7	-4	5
CCOc1ccc(NC(=O)CSc2nc3ccsc3c(=O)n2CCC(=O)O)cc1	0	4	0	-6	-5	0	-6	4	8
Cc1cccc(NC(=O)Cn2c(=O)n(CCc3c[nH]c4ccccc34)c(=O)c3cccnc32)c1	-2	/	-25	-1	/	-20	-18	-4	/
Oc1c(Cl)cc(Cl)cc1C(C#Cc1ccccc1)N1CCOCC1 (centres undefined)	1	-1	-1	12	1	2	10	22	-8
Cc1ccc(-c2nc3ncccc3o2)cc1NC(=O)C(C)C	1	-2	3	3	7	0	1	2	8
CCN(CC)CCCNC(=O)CSc1nc(C)cc(C)n1	-1	-3	3	5	3	2	-3	3	9
Cc1csc(NC(=O)CSc2nc(C(C)C)nc3ccccc23)n1	1	-4	-3	2	8	0	6	4	10
CCOc1ccc2nc(NC(=O)C(CC)Sc3nc(C)cc(=O)[nH]3)sc2c1 (centres undefined)	-7	-2	1	2	0	5	-3	3	-1
Cc1ccc(CSCC(=O)Nc2ccc3c(c2)OCO3)cc1	-2	3	0	7	1	2	1	1	-1
CCOc1cc(CN2CCN(Cc3ccc(C)o3)C(CCO)C2)ccc1OC (centres undefined)	-1	-7	1	2	3	1	7	1	4
Cc1cccc(NC(=O)CN2CCN(C(=O)c3cccc(-n4cnnn4)c3)CC2)c1C	1	0	2	/	-1	/	1	2	1
O=C(Cn1nnc(-c2ccccc2NC(=O)c2ccco2)n1)Nc1ccccc1	-1	-5	-4	-24	-2	-23	-18	0	-6
Cc1ccc(NC(=O)C(C)Sc2nnc(C3CC3)n2C2CC2)cc1S(=O)(=O)N1CCOCC1 (centres undefined)	-5	-4	2	/	11	/	7	0	6
COc1ccc(CCNC(=O)C2CC3Cn4c(nc5cc(C)c(C)cc54)C3N2C)cc1 (centres undefined)	-3	5	0	-1	3	1	-4	-1	-2
COCCCNc1nc(-c2ccncc2)nc2ccccc12	-4	4	0	-2	2	3	-6	7	-2
COc1ccccc1NC(=O)N(C1CCCC1)C1CCN(C(C)=O)CC1	-2	6	1	-4	4	-6	-3	3	1
Cc1cccc2cc(CN(Cc3ccc(F)cc3)C(=O)C(F)(F)F)c3nnnn3c12	1	-2	-2	-7	8	-1	1	1	7
CC(=O)Nc1ccc(OC(=O)C(CCS(C)(=O)=O)N2C(=O)c3ccccc3C2=O)cc1 (centres undefined)	3	-16	4	15	-5	6	0	1	2
CCOCc1nnc(NC(C)=O)s1	1	-1	-1	1	4	1	-2	-3	0
COc1ccc(/C=C/C(=O)Nc2ccc(S(=O)(=O)N3CCOCC3)cc2)c(OC)c1	-2	-25	-39	/	-7	/	-53	-3	-3
CS(=O)(=O)N1CCC(C(=O)Nc2cccc(Cl)c2Cl)CC1	-2	1	-1	-3	4	-7	-5	4	5
CC(C)(C)c1ccc(/C=C/C(=O)N2CCc3ccccc3C2)cc1	-5	0	-1	-1	8	-7	-6	1	19
CC1(C)CC(C#N)(N2CCOCC2)CCO1 (centres undefined)	-2	-1	1	2	8	0	0	4	7
CCCOC(=O)c1ccc(NC(=O)c2nc3nc(C)cc(C)n3n2)cc1	2	-5	-3	-6	3	-2	-6	1	11
Cc1c(C(=O)OCC(=O)c2c(N)n(CC(C)C)c(=O)n(C)c2=O)oc2ccccc12	0	-18	-9	-7	-9	-13	-16	-2	6
Cn1c(N)c(C(=O)COC(=O)C(Cc2ccccc2)NC(=O)c2ccccc2)c(=O)n(C)c1=O (centres undefined)	4	0	1	6	-1	-9	-7	-3	5
COC(=O)/C(=C\c1c[nH]c2ccccc12)NC(C)=O	-3	4	0	-7	0	0	4	-3	8
Cc1cc(NS(=O)(=O)c2ccc(NC(=O)CCCOc3cccc(C)c3C)cc2)no1	3	2	-1	1	8	9	0	0	11
CC(=O)NNS(=O)(=O)c1ccc(-c2cc(C(F)(F)F)n(C)n2)s1	-2	1	0	4	0	-2	-3	4	0
O=c1[nH]c2cc3c(cc2cc1CN(CCc1ccccc1)Cc1nnnn1CC1CCCO1)OCO3 (centres undefined)	-6	2	0	4	1	2	4	-4	8
CC(C)NC(=O)Nc1ccc2c(c1)C(=O)N([C@H](C)CO)C[C@H](C)[C@@H](CN(C)S(=O)(=O)c1ccccc1)O2	1	-3	/	/	6	/	/	2	3
O=C(COC(=O)C1CC(=O)N(C2CCCCC2)C1)c1ccc(F)cc1 (centres undefined)	1	-2	0	-6	0	0	3	6	-2
COc1ccc(NC(=O)CCCSc2ccccc2)cc1	0	-3	1	-7	10	3	0	3	11
Cn1c(Sc2ccc(Cl)cc2)c(C=O)c2ccccc21	2	-4	0	-3	3	2	-1	3	3
N#CCCN1CCN(C(=S)c2ccc(-c3cccc(Cl)c3)o2)CC1	-5	2	0	8	2	-3	3	9	10
COc1ccc(C(=O)/C=C/Nc2ccc(C)cn2)cc1OC	2	1	-2	-6	1	0	-6	8	3
O=c1n(Cc2ccccc2F)c2ccccc2n1Cc1ccccc1F	-5	6	-2	-5	3	-3	4	8	-2
O=C(CO/N=C/c1c(Cl)cccc1Cl)NNC(=O)c1cccc(Cl)c1	-2	3	-1	-11	10	3	5	7	9
Cn1c(NCc2ccc(Cl)cc2)nc2ccccc21	-1	3	-2	-3	4	-3	-1	-1	5
O=C(O)CCC(=O)N1CCN(c2nc(-c3ccccc3)c3ccccc3n2)CC1	-4	-2	1	-4	9	4	0	0	2
Cc1ccc(N2C(=O)NC(NS(=O)(=O)c3ccccc3)(C(F)(F)F)C2=O)cc1 (centres undefined)	2	5	-5	8	7	0	1	-1	-4
COc1ccccc1CCNC(=O)CNC(=O)c1ccc2ccccc2c1	-3	3	-2	-2	4	-1	1	5	-2
O=C(CCS(=O)(=O)c1ccc2c(c1)NC(=O)CS2)NCc1cccs1	-3	-6	2	0	-2	-2	2	5	0
Oc1ccc(/C(Cc2ccc3ccccc3n2)=N\Nc2ccccc2)c(O)c1	0	3	-2	16	-1	7	-2	3	-2
O=C(Cn1nc(-c2ccccc2)ccc1=O)NCc1ccc2c(c1)OCO2	-3	3	-1	-1	-3	4	-6	3	5
Cc1ccc(-n2c(O)c(C=Nc3ccc(S(=O)(=O)Nc4ncccn4)cc3)c3ccccc3c2=O)cc1C	1	1	0	-3	4	-4	-4	1	9
Cc1ccccc1OCC(=O)Nc1cccc(S(=O)(=O)NC2=NCCC2)c1	6	0	0	/	4	/	0	3	0

(next part)
canonical_smiles	PAD4 FP inh	PAFAH2 FP inh	LYPLA1 inh	GSTO1 inh	PAFAH1B2 FP inh	Fam108B inh	PME-1 primary	pPAFAH inh	PAFAH1B3 inh
O=C(c1ccc(Nc2cccc(C(F)(F)F)c2)nc1)N1CCCC1	1	-2	-1	0	2	-2	-1	7	-2
CCCCOCCCNc1ncnc2c1[nH]c1ccccc12	-6	6	1	7	5	5	21	12	-5
COc1ccc(CNC(=O)CSCc2cccc(Cl)c2)cc1	7	-1	-1	-1	5	-6	-8	1	4
COc1ccc(CC(NC(C)=O)C(=O)NC2CCN(C(=O)C3CC3)CC2)cc1OC (centres undefined)	3	8	4	3	3	1	3	-1	9
CC1CC2(CCCC2)N(C(=O)c2ccccc2)Cc2ccccc21 (centres undefined)	2	3	-1	2	11	0	3	5	1
COc1ccc(C2CC(C(F)(F)F)n3nc(CO)c(Cl)c3N2)cc1OC (centres undefined)	-3	-2	-6	3	-2	4	7	-1	9
O=C(c1ccoc1)N1CCC2(CC1)Oc1ccc(Cl)cc1C(=O)C21CC(c2cccnc2)=NO1 (centres undefined)	-7	-1	4	6	-2	1	-2	4	15
COc1ccc(OC)c(CNS(=O)(=O)c2cn(C)cn2)c1	1	6	-2	0	4	-4	0	-2	-1
CCN(CC(=O)Nc1ccc(NC(C)=O)cc1)C(=O)c1ccc(=O)n(C)n1	0	0	1	/	3	/	2	1	1
COc1cccc(C2C(C(C)=O)=C(O)C(=O)N2CCNCCO)c1 (centres undefined)	-2	/	-2	15	/	1	1	2	/
Cc1ccc2oc(C(=O)NCc3ncc(C)[nH]3)c(C)c2c1	1	-1	-3	-1	-4	6	1	1	2
O=C(CSCC(=O)Nc1nc(-c2ccc3c(c2)OCO3)cs1)Nc1nccs1	-2	9	-7	1	2	-1	-2	10	4
C#CCOCCOCCOCCNc1nc(N2CCN(C(=O)[C@H](Cc3ccc(O)cc3)n3cc([C@@H](N)C(C)CC)nn3)CC2)nc(N2CCN(C(=O)[C@H](Cc3cc4ccccc4[nH]3)n3cc([C@@H](N)CC(C)C)nn3)CC2)n1 (some centres undefined)	1	/	-2	0	/	-2	-2	0	/
OCC1CCCN(C(=S)Nc2ccc(OC(F)F)cc2)C1 (centres undefined)	2	-5	0	-4	1	-1	-1	1	0
CC(C)C(=O)Nc1cccc(C(=O)Nc2nncs2)c1	1	2	3	-9	1	-5	7	4	-1
O=C(CSc1nnc(-c2ccco2)n1-c1ccccc1Cl)Nc1cccc(C(=O)O)c1	-4	-3	1	2	-2	-5	-2	5	2
O=C(NCc1ccccc1)c1cccc(S(=O)(=O)N2CCCCC2)c1	7	-1	0	4	2	0	3	13	2
COc1ccc(CCNC(=O)c2cc(Cl)nc3ccccc23)cc1	1	1	3	2	4	-2	3	-1	6
Oc1oc(-c2ccccc2)nc1C=Nc1cccc2ccccc12	-1	18	-5	-4	4	2	10	5	10
COc1ccc(OC)c(C2=NS(=O)(=O)N(C)C(C(=O)N3CCC4(CC3)OCCO4)=C2)c1	0	-3	1	5	4	-4	3	6	3
CCC(C)NS(=O)(=O)c1ccc(N)cc1 (centres undefined)	1	1	-1	-1	4	-5	-1	3	0
CCN(CC)S(=O)(=O)c1cccc(-c2cn3cccnc3n2)c1	5	0	-3	0	0	-1	0	5	5
CCN1CCSc2ccc(C(=O)NCc3ccccc3C)cc21	1	3	-2	10	0	-7	2	5	5
COC(=O)c1ccc(Cl)c(-c2ccc(/C=N/NC(=O)Nc3ccccc3)o2)c1	-7	-3	-1	1	4	-1	-1	3	-1
CC(C)(C)c1ccc(OCCON2C(=O)CCC2=O)c(Cl)c1	1	0	-6	-4	11	4	0	9	0
CCn1c2ccccc2c2nnc(SCC(=O)c3ccccc3)nc21	-2	4	-2	6	4	2	-4	7	2
CCCCS(=O)(=O)N1CCCC(C(=O)Oc2ccccc2OC)C1 (centres undefined)	-1	7	0	7	3	-1	6	0	9

Screening results deposited in PubChem by The Scripps Research Institute Molecular Screening Center.

Not all compounds are listed (hit frequency here may not be typical).
